# Bioassay records from PubChem.
# RORgamma inh = qHTS for inhibitors of ROR gamma transcriptional activity | Nuclear receptor ROR-gamma (Mus musculus), P51450 | Drosophila S2 Gal4-RORgamma UAS-luciferase reporter, 20 h | Potency, µM (doses to about 53.6 µM), without a hit: top-dose activity change, negative = inhibition, usual class: inhibitors | actives 5.4% (n = 310,000) | AID 2551, 2010; also: % is scaled to controls: 0 for no effect and ±100 for the full control effect; nearly all actives have a fitted effect of over 60% in size
# Target sequence (P51450 whole entry, looked up, the tested form may be a part): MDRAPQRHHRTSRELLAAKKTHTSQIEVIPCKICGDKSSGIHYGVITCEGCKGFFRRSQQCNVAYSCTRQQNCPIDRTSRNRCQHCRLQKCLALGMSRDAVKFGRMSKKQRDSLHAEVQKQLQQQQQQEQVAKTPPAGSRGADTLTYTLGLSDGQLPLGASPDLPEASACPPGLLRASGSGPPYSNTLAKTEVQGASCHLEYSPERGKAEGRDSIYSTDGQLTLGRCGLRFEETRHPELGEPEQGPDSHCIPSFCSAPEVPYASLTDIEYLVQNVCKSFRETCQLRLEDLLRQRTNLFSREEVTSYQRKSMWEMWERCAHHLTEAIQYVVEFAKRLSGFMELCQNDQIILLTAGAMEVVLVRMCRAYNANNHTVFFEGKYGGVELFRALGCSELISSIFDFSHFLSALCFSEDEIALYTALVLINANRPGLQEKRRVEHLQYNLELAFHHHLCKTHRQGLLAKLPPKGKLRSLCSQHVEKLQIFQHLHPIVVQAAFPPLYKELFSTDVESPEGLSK
#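 Drosophila Schneider cells stably carrying a metallothionein-driven Gal4 DBD–ROR gamma fusion and a UAS-Photinus luciferase reporter were exposed to compound for 1 hr, then induced with copper sulfate (700 uM final) for 20 hr at ambient temperature before luminescence reading.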
# BRCA1 expr up = qHTS Assay to Identify Small Molecule Activators of BRCA1 Expression | MCF7-BRCA1-FFLuc reporter, luminescence, 48 h; response scale: scaled: vehicle 0%, 10 µM genistein 100% | Potency, µM (top dose mostly 46.1 µM), inactives show top-dose activation, usual class: activators | actives 1.1% (n = 380,000) | AID 624202, 2012; also: nearly all actives have a fitted effect of over 80% in size; some results filed as inactive show a strong effect at the top dose
#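 Compounds are tested at multiple concentrations on MCF7 BRCA1-luciferase reporter cells seeded at 2000 per well; after 48 h, a single luminescence end-point is taken and curves fitted to the normalized data.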
# MBNL1-CUG inh = qHTS Assay for Inhibitors of MBNL1-poly(CUG) RNA binding | actives 0.036% (n = 280,000) | Potency, µM (titrated, usually from 57.5 µM), without a hit: at the top dose activity change, negative = inhibition, hits mostly inhibitors | TR-FRET MBNL1-His/biotin-(CUG)12 binding, 665/545 ratio | Muscleblind-like protein 1 (Homo sapiens), Q9NR56; active = well fitted inhibition curve with a large enough effect in the signal ratio, with a control signal flat, not every such curve was filed as active; inconclusive = small, poorly fitted or top-dose-only effect, or effect the other way, or a change in a side signal; inactive = no such curve, though single readings can be large or run the other way; the % refers to the signal ratio; also: % is scaled to controls: 0 for no effect and ±100 for the full control effect
#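 Ratiometric TR-FRET (665 over 545 nm, excitation 340 nm) tracks disruption of MBNL1-His/biotin-(CUG)12 complex after 60 min at room temperature, with compounds at 92 nM to 58 uM final.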
# ELG1 genotox = qHTS screen for small molecules that induce genotoxicity in human embryonic kidney (HEK293T) cells expressing luciferase-tagged ELG1; HEK293T ELG1-luciferase reporter, luminescence, 16 h; Potency, µM (doses to about 46 µM), for the others: top-dose activity change, positive = activation, usual class: activators; actives 1.3% (n = 330,000); AID 504466, 2011; also: % of control where 0% means no effect; nearly all actives have a fitted effect of over 60% in size
#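 16 hr compound incubation (37 °C, 5% CO2) of HEK293T cells carrying luciferase-tagged ELG1; luciferase then measured by ONE-Glo luminescence after 30 min at RT.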
# FLuc counter = qHTS profiling assay for firefly luciferase inhibitor/activator using purifed enzyme and Km concentrations of substrates (counterscreen for miR-21 project). Potency, µM (highest dose often 57.5 µM), inactives show top-dose activity change, negative = inhibition, hits mostly inhibitors. purified FLuc, Km substrates, luminescence inhibition. Luciferin 4-monooxygenase (Photinus pyralis), P08659. actives 6.9% (n = 360,000). AID 588342, 2011;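 also: plate controls were vehicle for no effect and reference inhibitor for full effect; nearly all actives have a fitted effect of over 55% in size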
# Target sequence (P08659 whole entry, looked up): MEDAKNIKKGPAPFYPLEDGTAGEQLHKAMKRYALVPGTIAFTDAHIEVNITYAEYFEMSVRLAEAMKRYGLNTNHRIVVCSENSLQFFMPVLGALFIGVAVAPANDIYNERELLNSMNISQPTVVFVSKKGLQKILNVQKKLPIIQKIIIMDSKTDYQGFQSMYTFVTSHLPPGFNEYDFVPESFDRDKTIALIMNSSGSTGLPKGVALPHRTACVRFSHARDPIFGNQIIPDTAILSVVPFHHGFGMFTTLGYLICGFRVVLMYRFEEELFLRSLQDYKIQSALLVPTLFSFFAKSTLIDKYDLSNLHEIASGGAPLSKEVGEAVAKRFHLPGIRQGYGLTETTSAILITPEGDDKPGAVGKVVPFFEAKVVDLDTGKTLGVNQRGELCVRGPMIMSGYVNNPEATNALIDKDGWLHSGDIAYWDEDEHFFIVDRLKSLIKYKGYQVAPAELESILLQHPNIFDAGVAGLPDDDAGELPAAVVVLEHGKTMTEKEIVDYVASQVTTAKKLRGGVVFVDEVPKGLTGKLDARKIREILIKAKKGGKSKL
#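 Biochemical qHTS of compounds, final roughly 60 µM downward over six points, against 10 nM purified firefly luciferase using Km concentrations of substrates (10 uM D-luciferin, 10 uM ATP) in Tris acetate pH 7.5 buffer; luminescence output.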
# uPA generation = qHTS for Inhibitors of Cell Surface uPA Generation; actives 0.31% (n = 330,000); cell surface uPA generation assay, qHTS; Potency, µM (highest dose often 38.3 µM), for inactives: at the highest dose activity change, negative = inhibition, hits mostly inhibitors; active = well fitted inhibition curve with a large enough effect; inconclusive = small, poorly fitted or top-dose-only effect; inactive = no such curve, though single readings can be large or run the other way; tested in mouse RAW 264.7 cells; also: % is scaled to controls: 0 for no effect and ±100 for the full control effect; nearly all actives have a fitted effect of over 55% in size
# VP16 counter = VP16 counterscreen qHTS for inhibitors of ROR gamma transcriptional activity. Drosophila S2 Gal4-VP16 UAS-luciferase, luminescence, 20 h. Potency, µM (highest dose often 53.6 µM), without a hit: top-dose activity, negative = inhibition, hits mostly inhibitors. actives 3.5% (n = 310,000). AID 2546, 2010;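 also: Gal4-VP16 expression switched on by copper sulfate through the metallothionein promoter; % is scaled to controls: 0 for no effect and ±100 for the full control effect; nearly all actives have a fitted effect of over 50% in size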
# NPC1 promoter act = qHTS Assay for NPC1 Promoter Activators. Huh7 NPC1 promoter luciferase reporter, 24 h. Potency, µM (highest dose often 9.22 µM), for the others: at the top dose activation, actives largely listed as activators. actives 2.4% (n = 320,000);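 also: % of control where 0% means no effect; nearly all actives have a fitted effect of over 60% in size; reporter is driven by a mutant NPC1 promoter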
#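 Huh7 cells stably carrying NPC1 promoter–luciferase, plated in Opti-MEM with 10% FBS for 2 h, were exposed to compound in DMSO for 24 h at 37 °C; luciferase reagent was added for 10 min and luminescence read.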
# Rab9 prom act = qHTS Assay for Rab9 Promoter Activators; Huh7 Rab9 promoter-luciferase reporter, luminescence, 24 h; Potency, µM (doses to about 9.22 µM), for inactives: at the highest dose activation, negative = inhibition, usual class: activators; actives 2.8% (n = 320,000); AID 485297, 2010; also: % of control where 0% means no effect; nearly all actives have a fitted effect of over 60% in size
#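 Luciferase signal after 10 min detection reagent at ambient indicates Rab9 promoter upregulation; stably transfected Huh7 cells were treated 24 h with compound in DMSO at 37 °C, 5% CO2.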
# CXXC DNA block = qHTS Fluorescence Polarization Assay for Inhibitors of MLL CXXC domain - DNA interaction; Histone-lysine N-methyltransferase 2A (Homo sapiens), Q03164; MLL-CXXC / FITC-HOXA9 DNA fluorescence polarization; Potency, µM (top dose mostly 115 µM), for inactives: at the top dose activity change, negative = inhibition, actives largely listed as inhibitors; actives 0.037% (n = 290,000); AID 2662, 2010; active = well fitted inhibition curve with a large enough effect in the polarisation, with a control signal flat, not every such curve was filed as active; inconclusive = small, poorly fitted or top-dose-only effect, or effect the other way, or a change in a side signal; inactive = no such curve, though single readings can be large or run the other way; the % refers to the polarisation
#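 Purified MLL-CXXC (added from a 7 uM solution) was preincubated 5 min at ambient with pinned compounds in 50 mM Tris-HCl pH 7.5, 50 mM NaCl, 1 mM DTT, 0.05% BSA. Fluorescein-labeled HOX-A9 DNA (50 nM solution) followed, 30 min, then polarization read.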
# p53 reactivation = qHTS assay for re-activators of p53 using a Luc reporter | H1299 p53-A138V BP100-luciferase reporter, luminescence, 24 h | Potency, µM (doses to about 92.2 µM), for inactives: top-dose activity change, positive = activation, usual class: activators | actives 0.063% (n = 320,000); also: % of control where 0% means no effect; nearly all actives have a fitted effect of over 45% in size
#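 p53-null H1299 cells stably carrying temperature-sensitive p53-A138V and a BP100-luciferase reporter were pinned with compounds (4-point, 1:5 series) and held 24 hrs at 37 deg C. Luminescence was read 10 min after detection reagent.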
# An asterisk follows results filed as active; ? = inconclusive; . = not tested or not shown; [ ] = dose if it differs, or a comment. Unless noted, calls follow the shape of the dose curve; as a rule, active = well fitted curve in the direction sought with a large enough effect; inconclusive = small, poorly fitted or top-dose-only effect, or another doubt; inactive = no such curve, though single readings can be large; an effect the other way counts as inactive or inconclusive. Potency is read from the fitted curve at half-maximal effect. Some of the compounds tested; rates above refer to the full screens.
SMILES,RORgamma inh,BRCA1 expr up,MBNL1-CUG inh,ELG1 genotox,FLuc counter,uPA generation,VP16 counter,NPC1 promoter act,Rab9 prom act,CXXC DNA block,p53 reactivation
CC1CC(C)CN(C(=S)Nc2ccc(SC(F)F)cc2)C1 (configuration not stated),5µM*,-30%,11%,-3%,?,1%,11µM*,-5%,-3%,8%,?
O=C(Nc1cccc(NC(=O)c2ccco2)c1)c1ccc2c(c1)OCCO2,17%,?,-7%,0%,9.5µM*,-4%,1%,4%,13%,4%,0%
COCCN(Cc1cc2cc3c(cc2nc1Cl)OCO3)C(=O)c1ccc(C)cc1,1.6µM*,-26%,?,?,-3%,?,?,1%,7%,-1%,13%
CCS(=O)(=O)CCSc1nc(C)cc(C)n1,-17%,-90%[inhibitor],4%,2%,-2%,6%,2%,0%,0%,4%,11%
COc1ccccc1N1CCN(C(=O)c2cc(-c3ccc(Br)cc3)on2)CC1,19%,-34%,7%,-9%,?,3%,1%,-5%,2%,-11%,0%
CCC(C)(C(=O)NC1CCCC1)N(Cc1ccco1)C(=O)Cc1cccs1 (configuration not stated),-1%,-13%,5%,-1%,4%,9%,0%,-3%,-3%,-2%,-23%
COCCCN(C(=O)c1cc2c(s1)CCC2)c1c(N)n(Cc2ccccc2)c(=O)[nH]c1=O,2%,-1%,.,4%,?,4%,11%,-2%,-3%,14%,-4%
O=c1cc(C(F)(F)F)[nH]c2ccc(C(F)(F)F)cc12,-52%,-89%,.,-12%,-20%,-10%,?,-7%,0%,-1%,-2%
COCCCNC(=O)Cn1cnc2sc(C)c(S(=O)(=O)N3CCN(c4ncccn4)CC3)c2c1=O,13%,0%,-8%,2%,2%,6%,5%,-2%,-4%,4%,-4%
O=C(Cc1c(F)cccc1Cl)Nc1ccccc1-c1ccccc1,-32%,-25%,-3%,0%,2%,-7%,-5%,-3%,-1%,-2%,1%
[O-]/[N+](=C\c1ccc(OC(F)F)cc1)c1ccccc1,-1%,5%,3%,12%,15µM*,.,-6%,?,?,2%,?
O=C(CSc1nnc(CN2CCOCC2)n1-c1ccc(Cl)cc1)Nc1ccc2c(c1)OCO2,28%,-1%,2%,-3%,2%,-10%,6%,-3%,-3%,4%,-6%
CN(CC(=O)N1CCN(Cc2ccccc2)CC1)S(=O)(=O)c1cccc2nsnc12,19%,-5%,?,-7%,3%,?,2%,0%,-10%,9%,0%
Cc1cc(=O)oc2c(CN3CCC(C)CC3)c(O)c(Cl)cc12,4%,4%,24%,6%,1%,4%,-8%,1%,0%,?,10%
COc1cc(/C=C(/NC(=O)c2ccccc2Cl)C(=O)O)cc(OC)c1OC,-2%,2%,-12%,0%,-2%,1%,-7%,7%,0%,0%,5%
O=C(NNC(=O)c1ccccc1[N+](=O)[O-])c1ccco1,-2%,7%,.,-1%,1%,2%,?,8%,1%,13%,4%
COc1ccccc1C(=O)NCC(=O)OCC(=O)c1ccc2c(c1)-c1ccccc1C2,26%,10%,128%[activator],7%,0%,1%,9%,2%,-3%,7%,-1%
CCOC(=O)c1ccccc1NC(=O)COC(=O)CCC1CCCC1,.,-25%,.,3%,-2%,5%,.,-3%,0%,.,-3%
Clc1cccc(Nc2nc(-c3cccnc3)cs2)c1,-26%,?,-2%,?,13µM*,-3%,-25%,1%,21%,-4%,4%
O=C(COC(=O)c1cccc(O)c1)Nc1nnc(-c2ccccc2)o1,.,-2%,.,3%,-19%,-1%,.,0%,-2%,.,-3%
CCC(=O)N(CCC(c1ccccc1)c1ccco1)Cc1cccs1 (configuration not stated),12%,-33%,2%,-6%,5%,-3%,10%,-4%,-7%,12%,2%
COc1cccc(C(=O)CSc2nc3ccccc3n2CC(=O)N2CCOCC2)c1,10%,-7%,6%,-2%,7%,5%,0%,-3%,3%,9%,-1%
NS(=O)(=O)c1ccc(CCNC(=O)COC(=O)CC(c2ccccc2)c2ccccc2)cc1,55%,1%,1%,-9%,-2%,3%,6%,-1%,-11%,13%,?
O=[N+]([O-])c1cccc(-c2cn(-c3ccccc3)c(=S)[nH]2)c1,2µM*,-5%,?,10%,-1%,11%,11µM*,18%,10%,4%,12%
CCCC(C(=O)c1ccccc1)n1cncn1 (configuration not stated),5%,-7%,-1%,1%,-1%,0%,2%,-3%,-2%,9%,-3%
CN(c1ccccc1)S(=O)(=O)c1ccccc1Br,.,10%,.,0%,-8%,-47%,.,-4%,-4%,.,-4%
O=C(c1ccc(-c2nnc(-c3ccccc3)o2)cc1)N1CCCCCC1,-1%,?,-6%,?,4.8µM*,3%,-2%,1.4µM*,0.56µM*,-4%,?
O=C(CSc1nnnn1C1CC2CCC1C2)Nc1ccnc2ccccc12 (configuration not stated),?,-49%,-4%,-11%,0%,-13%,0.0022µM*,-31%[inhibitor],-41%[inhibitor],3%,-14%
COc1ccc(-n2c(=O)cc(N3CCc4ccccc43)[nH]c2=O)cc1,15%,-27%,-13%,0%,-1%,1%,-3%,-1%,-1%,-12%,2%
CCOC(=O)C1CSC(CC(=O)Nc2ccc(OC(F)(F)F)cc2)C(=O)N1 (configuration not stated),23%,-21%,7%,0%,-2%,1%,8%,-2%,-3%,-12%,-4%
O=C(COC(=O)COc1cccc(C(F)(F)F)c1)NC1CCS(=O)(=O)C1 (configuration not stated),.,3%,.,0%,0%,-9%,.,-7%,9%,.,3%
C/C(=N\N1C(=O)CSC1=S)c1ccc(Br)cc1,-33%,-20%,2%,-3%,-9%,0%,-8%,-2%,-1%,-3%,3%
Cc1nc2c(C(=O)NCc3ccc4c(c3)OCO4)cnn2c(C)c1Cc1ccc(F)cc1Cl,30%,-63%,-17%,-10%,1%,.,-5%,1%,-1%,-2%,-3%
CCOC(=O)c1c(CN(C)C)n(C)c2c(O)c(N=NC(N)=O)c3ccc(Br)cc3c12,-5%,-24%,6%,-4%,0%,5%,-5%,-3%,-5%,0%,-3%
CCOC(=O)N1CCN(S(=O)(=O)c2cc([N+](=O)[O-])c(C)cc2C)CC1,4%,-6%,27%,3%,1%,-1%,-22%,-2%,-11%,2%,-2%
O=C(O)/C(CC(=O)c1ccc(Cl)cc1)=N/Nc1ccc([N+](=O)[O-])cc1[N+](=O)[O-],-17%,-1%,?,1%,-16%,-3%,-7%,-2%,-5%[1.84 µM],35%,1%
O=c1c2ccccc2nnn1CSc1ncnc2ccccc12,-22%,-21%,2%,-3%,?,2%,-1%,-2%,-16%,-8%,-3%
O=C(NCCC(=O)N1CCN(Cc2c(F)cccc2Cl)CC1)c1ccc(Cl)cc1,.,-7%,.,-7%,.,-10%,.,0%,-1%,.,1%
CCCc1cc(NC(=O)CCl)n(-c2ccccc2)n1,?,-32%,0%,-23%,0%,-17%,20µM*,-10%,1%,-11%,?
CC(C)(C)C(=O)NC(=S)NNC(=O)c1ccc(Cl)cc1Cl,2µM*,-10%,-4%,12%,-13%,-5%,?,7%,-1%,-6%,3%
S=c1[nH]c(-c2ccccc2)cn1/N=C/c1cccnc1,?,3%,18%,0%,1%,4%,-6%,-36%[inhibitor],-3%,17%,3%

# 3 compounds out of the list, ordered by length of the SMILES, lowest first.
SMILES,RORgamma inh,BRCA1 expr up,MBNL1-CUG inh,ELG1 genotox,FLuc counter,uPA generation,VP16 counter,NPC1 promoter act,Rab9 prom act,CXXC DNA block,p53 reactivation
O=C(CSc1nnnn1C1CC2CCC1C2)Nc1ccnc2ccccc12 (configuration not stated),?,-49%,-4%,-11%,0%,-13%,0.0022µM*,-31%[inhibitor],-41%[inhibitor],3%,-14%
O=C(c1ccc(-c2nnc(-c3ccccc3)o2)cc1)N1CCCCCC1,-1%,?,-6%,?,4.8µM*,3%,-2%,1.4µM*,0.56µM*,-4%,?
O=C(COC(=O)COc1cccc(C(F)(F)F)c1)NC1CCS(=O)(=O)C1 (configuration not stated),.,3%,.,0%,0%,-9%,.,-7%,9%,.,3%
